Screening results (PubChem BioAssay)
KCNK9 block – KCNK9 potassium channel inhibitors, primary screen, HEK293 cells, thallium flux; Potassium channel subfamily K member 9 (Homo sapiens), Q9NPC2; FluxOR thallium flux fluorescence; hits give low values; B-score at 10 µM; 1.2% of 310,000 active;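 active means ratio B-score over 3 SD below the library mean, with starting fluorescence within 5 SD of its mean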;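 further: negative B-score means less thallium flux so channel inhibition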
TMEM16A inh – TMEM16A chloride channel inhibitors, primary screen, cell-based, HTS; Anoctamin-1 (Mus musculus), Q8BHY3; HEK293 TMEM16A/YFP iodide influx fluorescence, ionomycin; normalized B-score (activity score, 25-100; higher = stronger inhibition) at 10 µM; 1.2% of 310,000 active; AID 588511, 2011;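 active means ratio plate-corrected score three or more library SD toward inhibition, starting fluorescence score within five deviations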;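 further: score derived from kinetic fluorescence span divided by baseline fluorescence per well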
KCNQ1 pot – potentiators or activators of KCNQ1 channel, primary screen, cell-based, thallium flux, high-throughput | Potassium voltage-gated channel subfamily KQT member 1 (Homo sapiens), P51787 | CHO-K1 KCNQ1, thallium flux FluxOR fluorescence; hits give high values | B-score at 10 µM | 0.35% of 310,000 active;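 active means fluorescence ratio B-score, a plate-corrected score, at least three library SD, with initial intensity B-score within 5 SD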
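Doses: Single concentration per compound, DMSO matched to controls | Test system: KCNQ1-transfected CHO-K1 cells | Timing: 90 min dye loading and 20 min compound exposure, both at room temperature | Measured by: Kinetic FluxOR thallium fluorescence, 10-s 1-Hz baseline, 110-s post-stimulus read | Medium: Assay buffer with matched DMSO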
HDAC3 inhib – HDAC3 deacetylase inhibitors, primary screen, biochemical, fluorescence, cell-free homogeneous | inhibition, % at 8.3 µM | recombinant HDAC3, fluorogenic peptide/trypsin coupled | 0.15% of 320,000 active; in the data active means inhibition above about 26%, passing the limit was not always enough; inconclusive means no clear call, values can overlap the other calls
TRPC4 agonist – activators of mouse TRPC4 channel, primary screen, Fluo4 calcium, HEK293 TRPC4beta/mu-opioid cells | B-score at 10 µM | Fluo4 calcium fluorescence; hits give high values | 0.49% of 310,000 active | Short transient receptor potential channel 4 (Mus musculus), Q9QUQ5;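 active means B-score above 5 SD of library B-scores, and initial fluorescence ratio not above library mean plus 5 SD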;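 further: positive B-score marks a calcium rise read as TRPC4 activation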
Target sequence (Q9QUQ5 whole entry, looked up): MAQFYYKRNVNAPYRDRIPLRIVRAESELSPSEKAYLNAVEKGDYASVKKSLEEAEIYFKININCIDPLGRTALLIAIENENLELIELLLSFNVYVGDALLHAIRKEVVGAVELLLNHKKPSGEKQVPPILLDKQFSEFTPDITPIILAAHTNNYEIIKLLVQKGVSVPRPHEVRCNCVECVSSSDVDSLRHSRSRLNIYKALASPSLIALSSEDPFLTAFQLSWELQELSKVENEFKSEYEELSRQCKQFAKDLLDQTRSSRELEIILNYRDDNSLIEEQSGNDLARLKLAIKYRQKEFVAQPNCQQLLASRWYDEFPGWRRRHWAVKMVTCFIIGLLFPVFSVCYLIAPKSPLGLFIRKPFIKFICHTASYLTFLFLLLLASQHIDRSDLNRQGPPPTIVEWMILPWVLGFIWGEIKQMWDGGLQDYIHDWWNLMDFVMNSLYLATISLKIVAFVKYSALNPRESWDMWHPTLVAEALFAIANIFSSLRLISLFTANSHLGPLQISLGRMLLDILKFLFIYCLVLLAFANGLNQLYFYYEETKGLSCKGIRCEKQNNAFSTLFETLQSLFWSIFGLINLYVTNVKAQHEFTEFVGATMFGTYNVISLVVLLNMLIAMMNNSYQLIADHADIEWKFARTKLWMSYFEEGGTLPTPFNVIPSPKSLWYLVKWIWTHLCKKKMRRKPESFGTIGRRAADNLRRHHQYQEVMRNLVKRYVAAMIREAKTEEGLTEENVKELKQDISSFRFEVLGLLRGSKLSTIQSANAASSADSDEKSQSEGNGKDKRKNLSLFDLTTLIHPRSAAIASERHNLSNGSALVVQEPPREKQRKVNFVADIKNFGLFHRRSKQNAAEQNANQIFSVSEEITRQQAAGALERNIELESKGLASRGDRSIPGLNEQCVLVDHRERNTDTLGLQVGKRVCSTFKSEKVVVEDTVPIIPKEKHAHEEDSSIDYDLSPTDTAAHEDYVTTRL
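System – HEK293 cells stably co-expressing mouse TRPC4beta and mu-opioid receptor · Signal – Fluo4 calcium-sensitive dye fluorescence, kinetic, 1 Hz baseline · Benchmarks – buffer (low) and maximal DAMGO (high) · Read-out – B score of integrated fluorescence ratio per well · Incubation – dye loading 45 min room temperature, 110 s kinetic read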
TRPC4 PAM – positive allosteric modulators of TRPC4, primary screen, cell-based, mouse TRPC4beta, HEK293 mu-opioid, Fluo-4 calcium | Short transient receptor potential channel 4 (Mus musculus), Q9QUQ5 | DAMGO EC20, Fluo-4 Ca2+ flux; hits give high values | B-score at 10 µM | 0.42% of 310,000 active;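 active means B-score of calcium response area above 5 SD of library B-scores, with initial fluorescence ratio within 5 SD of library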;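 further: B-score of integrated fluorescence ratio over time as area under calcium response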
hERG protect – hERG rescue from dofetilide block, primary screen, cell-based, CHO-hERG, FluxOR thallium flux, dofetilide IC70. Voltage-gated inwardly rectifying potassium channel KCNH2 (Homo sapiens), Q12809. dofetilide IC70 present. activation (rescue from dofetilide block), less the hit threshold, % at 10 µM. 0.51% of 310,000 active. AID 1511, 2009;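 active means activation above the mean of controls blocked by dofetilide plus 5 SD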;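 further: thallium influx through hERG after potassium depolarization seen as dye fluorescence rise; in these data hits start at about 4.7%; inactives centre near -7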
KCNQ1 inh – inhibitors of human KCNQ1 channel, primary screen, cell-based, thallium flux, high-throughput; AID 2642, 2010; B-score at 10 µM; CHO-K1 KCNQ1, FluxOR thallium flux fluorescence; hits give high values; 1.3% of 310,000 active;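 active means compounds whose thallium flux B-score, printed positive for inhibition, exceeds three library SD while starting fluorescence stays within three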;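 further: channel opened by potassium depolarization with thallium stimulus after 20 min compound exposure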
KCNK3 block – human KCNK3 channel inhibitors, primary screen, CHO cells, FluxOR thallium flux, B-score | AID 602410, 2012 | FluxOR fluorescence; hits give low values | Potassium channel subfamily K member 3 (Homo sapiens), O14649 | 0.84% of 340,000 active | B-score at 10 µM;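 active means B-score under library mean minus 4 SD, starting fluorescence ratio at most library mean plus 5 SD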;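 further: more negative B-score means stronger inhibition of thallium flux through KCNK3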
ANO1 activ – TMEM16A chloride channel activators or potentiators, primary screen, cell-based, HTS | B-score at 10 µM | AID 623877, 2012 | 0.3% of 340,000 active | HEK293 TMEM16A/YFP-H148Q/I152L, iodide quench fluorescence; hits give low values;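 active means fluorescence-ratio B-score plate-corrected deviation score at least 3 library SD below zero, with starting fluorescence score within 5 deviations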;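 further: channel opened by trigger with iodide after compound preincubation; score built on the fluorescence ratio of max minus min over baseline; more negative score means more quench and so TMEM16A activation or potentiation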
DYRK1A inh – rat Dyrk1A kinase inhibitors, primary screen, biochemical, single point, plate reader; Dual specificity tyrosine-phosphorylation-regulated kinase 1A (Rattus norvegicus), Q63470; ADP-Glo luminescence, NFATc1 peptide; inhibition, % at 12.5 µM; 0.43% of 310,000 active; AID 504441, 2011; in the data active means inhibition above about 50%;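 further: plate controls were vehicle with enzyme for no effect and no enzyme for full effect; many of its hits are not listed in these tables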
The depositor's hits bear a star; i = inactive; ? = inconclusive; / = not tested or not shown. An excerpt, so the mix of outcomes need not match the whole.

canonical_smiles,HDAC3 inhib,TRPC4 PAM,ANO1 activ,TRPC4 agonist,KCNQ1 inh,hERG protect,KCNK3 block,DYRK1A inh,KCNQ1 pot,KCNK9 block,TMEM16A inh
O=C(CCNC(=O)c1ccc([N+](=O)[O-])cc1)Nc1ccccc1N1CCCC1,-4,i,i,i,i,-13,i,0,i,i,i
Cc1c(C(=O)OC(C)CCN(C)C)oc2ccccc12 (centres undefined),0,i,i,i,i,-17,i,2,i,i,i
O=C(/C=C/c1ccc(OC(F)F)cc1)Nc1cccc(S(=O)(=O)N2CCOCC2)c1,1,i,i,i,i,-8,i,3,i,i,i
CC(NC(=O)Nc1ccc(Br)cc1)C(C)(C)C (centres undefined),-4,i,i,i,8*,-11,i,1,i,i,i
COc1ccc(NC(=O)CSc2nnnn2C2CCCCC2)c(OC)c1,3,i,i,i,i,-8,i,0,i,i,i
O=C(Cn1cc(C(=O)C(F)(F)F)c2ccccc21)NCc1ccco1,8,i,i,i,i,-7,i,5,i,i,i
NS(=O)(=O)c1ccc(N/N=C/c2ccc[nH]2)c([N+](=O)[O-])c1,6,i,i,i,i,-4,i,5,i,i,i
OCCN(CCCn1c(-c2ccncc2)nc2ccccc21)c1nc(CN2CCCCC2)cs1,12,i,i,i,i,-6,i,-9,i,i,i
CN(C(=O)COC(=O)c1ccc(Br)c([N+](=O)[O-])c1)c1c(N)n(Cc2ccccc2)c(=O)[nH]c1=O,0,i,i,i,i,-9,i,-2,i,i,i
CCOC(=O)C(CO)(NC(C)=O)C(=O)OCC,-9,i,i,i,i,-5,i,25,i,i,i
Cc1ccc(S(=O)(=O)N2CCC(n3nnc4cc(C)ccc43)CC2)cc1,7,i,i,i,i,-2,i,-2,i,i,i
CSCCCc1cn([C@@H](CO)C(=O)NCCCCCCCCCCC(=O)N2CCNCC2)nn1,-4,/,i,/,/,/,i,-2,/,/,i
CC(OC(=O)C1CC(=O)N(Cc2ccccc2)C1)C(=O)Nc1ccc(F)cc1Cl (centres undefined),4,i,i,i,i,-16,i,5,i,i,i
COCCCNC(=O)c1ccc(-c2csc(C)n2)cc1,-5,i,i,i,i,-10,i,8,i,i,i
COC(=O)c1ccc(OCCN2CCCCCC2)cc1,-13,i,i,i,i,-12,i,2,i,i,i
NC(=O)CSc1oc(-c2cccs2)nc1S(=O)(=O)c1ccccc1,-5,i,i,i,i,-9,i,4,i,i,i
O=C(NNC(=O)c1ccc(Oc2cc(Cl)cc(Cl)c2)o1)c1ccccc1,10,i,i,i,i,-5,i,-16,i,i,i
c1cn(CCCNC2=NCCCCC2)cn1,1,i,i,i,i,-3,i,-6,i,i,i
O=C(CCc1nnc(CCCc2ccccc2)o1)NCCc1ccco1,-1,i,i,i,i,-7,i,4,i,i,i
O=C(CCCn1c(SCC(=O)NCC2CCCO2)nc2ccccc2c1=O)NCc1ccccc1 (centres undefined),4,i,i,i,i,-5,i,6,i,i,i
Cc1ccc2[nH]c(=O)c(CN(Cc3nnnn3Cc3ccccc3)C3CCCC3)cc2c1,-7,i,i,i,i,-3,i,2,i,i,i
CCN(CC(=O)NCc1ccc(Cl)cc1)C(=O)/C=C/c1ccc(C#N)cc1,-1,i,i,i,i,-4,i,0,i,i,i
N#CCCn1cc(/C=N/NC(=O)c2ccncc2)c(-c2ccccc2)n1,-1,i,i,i,i,-7,i,2,i,i,i
O=C(N/N=C/c1cc([N+](=O)[O-])cc([N+](=O)[O-])c1O)/C(=C\c1cccs1)NC(=O)c1ccccc1,?,i,i,i,i,-4,i,18,i,i,i
COc1cccc(CC(=O)n2nc(N)c3cc4ccc(OC)cc4nc32)c1,10,i,i,i,i,-9,i,4,i,i,i
CC(C(=O)N(C1CC1)C1(C(=O)Nc2ccccc2)CCCC1)N1C(=O)c2ccccc2C1=O (centres undefined),-3,i,i,i,i,-3,i,19,i,i,i
Cc1cc(OCC(=O)NCC2CCC(C(=O)O)CC2)c2c(C)c(Cc3ccccc3)c(=O)oc2c1 (centres undefined),-36,i,i,i,i,-9,i,-2,i,i,i
CC1CN(C(=O)c2cccc(S(=O)(=O)Nc3ccccc3Cl)c2)CC(C)O1 (centres undefined),3,i,i,i,i,-6,i,4,i,i,i
CC(C)NC(=O)NC(=O)COc1ccc(Br)cc1Br,7,i,i,i,i,0,i,-4,i,i,i
COc1ccc(Nc2oc(COc3cccc(C)c3)nc2C#N)cc1,9,i,/,i,i,-10,i,0,i,i,i
Cc1ccc(C)c(OCc2nnc(N)s2)c1,10,i,i,i,i,-6,i,-3,i,i,i
CC(C)c1c(C(=O)N/N=C/c2ccc(OCc3ccccc3)cc2)nnn1-c1nonc1N,-4,i,i,i,i,-4,i,0,i,i,i
O=[N+]([O-])c1cccc(Nc2nc(Cl)nc(Cl)n2)c1,1,i,i,i,i,-3,i,7,i,i,i
O=C(NCCCN1CCc2ccccc2C1)Nc1ccc(Cl)cc1,-1,i,i,i,i,-19,i,-1,i,i,i
O=C1NCCN(Cc2ccoc2)C1CC(=O)N(CCO)Cc1ccccc1 (centres undefined),-10,i,i,i,i,-9,i,-2,i,i,i
CCCNC(=O)CCn1cc(-c2ccc(OC)cc2)nc1CCN,6,i,i,i,i,-4,i,9,i,i,i
O=C1C2CCC(C(O)C2)N1Cc1ccccc1 (centres undefined),-5,i,i,i,i,-12,i,1,i,i,i
O=C(CNC(=O)/C=C/c1ccco1)N=Nc1c(O)[nH]c2ccccc12,1,i,i,i,i,-3,i,-3,i,i,i
COc1ccc(NC(=O)c2ccco2)cc1NC(=O)c1cccnc1,0,i,i,i,i,-12,i,-2,i,i,i
COCCN(C(=O)CSc1nnc(C)n1Cc1ccccc1)c1c(N)n(CC(C)C)c(=O)[nH]c1=O,1,i,i,i,i,1,i,-2,i,i,i
Cc1csc(=O)n1CC(=O)OCC(=O)NNC(=O)c1ccc([N+](=O)[O-])cc1,-7,i,i,i,i,-4,i,4,i,i,i
N#Cc1cc2c(=O)n3ccccc3nc2n(CCCn2ccnc2)c1=N,-25,i,i,i,i,-2,i,5,i,i,i
CCNC(=O)COC(=O)c1cc(C)n(-c2ccccc2)c1C,1,i,i,i,i,-3,i,-1,i,i,i
Cn1c(=O)c2c(nc(SCc3ccc(C(=O)O)cc3)n2C)n(C)c1=O,-3,i,i,i,i,1,i,1,i,i,i
CCOC(=O)/C=c1\s/c(=C\c2ccc3cc(OC)ccc3c2)c(=O)n1CC(=O)NCc1ccc2c(c1)OCO2,-6,i,i,i,i,-30,i,1,i,i,i
O=C(NCCN1CCNCC1)c1ccccc1O,-4,i,i,i,i,-3,i,/,i,i,i
CCCCOC(=O)CSc1nc2c(cc1C#N)C(=O)CC(C)(C)C2,12,i,i,i,i,-6,i,10,i,-8.1*,i
Cc1cccc(C)c1NS(=O)(=O)c1c(C(=O)N2CCCCC2)c(C)n(C)c1C,0,i,i,i,i,-3,i,0,i,i,i
CN(C)CCCOC(=O)c1ccccc1,1,i,i,i,i,-4,i,0,i,i,i
COCc1c(C(=O)OCC(=O)N2c3ccccc3CC2C)oc2ccccc12 (centres undefined),2,i,i,i,i,-8,i,-4,i,i,i

The listing continues:
canonical_smiles,HDAC3 inhib,TRPC4 PAM,ANO1 activ,TRPC4 agonist,KCNQ1 inh,hERG protect,KCNK3 block,DYRK1A inh,KCNQ1 pot,KCNK9 block,TMEM16A inh
Cc1cccc(NC(=O)CCC(=O)NCCO)c1,-3,i,i,i,i,-22,i,3,i,i,i
CN1CCN(C(=S)c2cn(CCOc3ccccc3F)c3ccccc23)CC1,10,i,i,i,i,-10,i,/,i,i,i
CC(C)CNC(=O)c1cccc(NC(=O)C2CCCO2)c1 (centres undefined),-1,i,i,i,i,-5,i,5,i,i,i
COc1ccc(Nc2cc(C(=O)NCCCN3CCN(C)CC3)c3ccccc3n2)cc1OC,16,i,i,i,i,-4,i,-9,i,i,i
O=C(Nc1ccccc1)c1ccc(N2CCN(c3ccccn3)CC2)c(S(=O)(=O)N2CCOCC2)c1,5,i,i,i,i,-12,i,7,i,i,i
COC(=O)CN(c1ccccc1OC)S(=O)(=O)c1ccccc1,-1,i,i,i,i,-5,i,0,i,i,i
COc1cccc(CN(C)CC(=O)NCc2ccccc2Cl)c1OC,1,i,i,i,i,-2,i,7,i,i,i
Cc1oc(-c2ccc(-c3ccccc3)cc2)nc1CN1CCN(CC(=O)N(C)C)CC1,-4,i,i,i,i,-9,i,6,i,i,i
COC(=O)c1sccc1NC(=O)Cn1nnc(-c2ccccc2C)n1,6,i,i,i,i,-15,i,/,i,i,i
CCOc1ccc(CN2CCN(Cc3cccc4c3OCO4)CC2CCO)cc1 (centres undefined),1,i,i,i,i,-10,i,1,i,i,i
COc1ccc(C(=O)NC2(C(F)(F)F)C(=O)Nc3c2c(=O)[nH]c(=O)n3CCc2ccc(OC)c(OC)c2)cc1 (centres undefined),0,i,i,i,i,-11,i,1,i,i,i
CCN(CC)c1ccc(N=Cc2ccc([N+](=O)[O-])o2)cc1,3,i,i,i,i,-2,i,1,i,i,i
CCc1cc2cc3c(cc2nc1SCC(=O)Nc1nccs1)OCO3,0,i,i,i,i,-8,i,-13,i,i,i
CCCc1nc2sc3c(=O)n(N)cnc3c2c2c1CCCC2,-8,i,i,i,i,-4,i,-3,i,i,i
